Screening data deposited in PubChem by National Center for Advancing Translational Sciences (NCATS).
FEN1 inhibitor = blocks human flap endonuclease 1. AID 588795. P39748. 390,000 compounds, 0.35% hits. Potency, µM (doses to about 114 µM), without a hit: at the top dose activity change, negative = inhibition, usual class: inhibitors. Recombinant FEN1 flap cleavage, fluorescence, 15 min; note: nearly all actives have a fitted effect of over 65% in size
Target sequence (P39748 whole entry, looked up): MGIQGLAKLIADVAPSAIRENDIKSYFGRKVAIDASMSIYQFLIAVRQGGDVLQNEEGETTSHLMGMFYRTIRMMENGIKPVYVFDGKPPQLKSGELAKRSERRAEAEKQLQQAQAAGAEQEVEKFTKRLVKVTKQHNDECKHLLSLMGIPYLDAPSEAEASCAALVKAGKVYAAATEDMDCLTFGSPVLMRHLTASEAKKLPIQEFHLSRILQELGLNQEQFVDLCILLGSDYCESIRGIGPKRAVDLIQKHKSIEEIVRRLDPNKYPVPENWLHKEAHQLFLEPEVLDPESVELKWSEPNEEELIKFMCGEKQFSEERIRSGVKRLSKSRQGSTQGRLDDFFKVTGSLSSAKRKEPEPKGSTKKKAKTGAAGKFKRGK
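Potency values derive from four-parameter Hill fits of normalized qHTS data. The reaction used 10 nM FEN1 preincubated 15 min at room temperature with compound, then 50 nM DNA substrate, read at 0 and 15 min.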
N370S GC = inhibits or activates N370S mutant glucocerebrosidase. Potency, µM (titrated, usually from 59.4 µM), for inactives: at the top dose activity change, negative = inhibition, actives largely listed as inhibitors. P04062. AID 2101. N370S GC spleen homogenate, 4MU-glucoside fluorescence. 330,000 compounds, 0.092% hits;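 note: 0% = full enzyme activity and -100% = no enzyme basal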
DT40 TDP1 CPT = DT40-hTDP1 cell growth loss with CPT; chicken DT40 Tdp1-/-;hTDP1 cells + 20 nM CPT, ATP luminescence, 48 h; Potency, µM (doses to about 46.2 µM), inactives show top-dose activity change, negative = growth inhibition, most hits filed as inhibitors; 420,000 compounds, 12% hits; AID 686979; note: nearly all actives have a fitted effect of over 55% in size
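Chicken DT40 Tdp1-/- cells complemented with human TDP1, 400 cells/well, exposed to compounds plus 20 nM camptothecin for at least 48 h at 37 C; viability read as ATP content by CellTiter-Glo luminescence.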
Active calls of the source: *; u = inconclusive; x = no result given. Calls come from the whole dose curve; as a rule, active = well fitted curve in the direction sought with a large enough effect; inconclusive = small, poorly fitted or top-dose-only effect, or another doubt; inactive = no such curve, though single readings can be large; an effect the other way counts as inactive or inconclusive. Unless noted, % is set by controls: 0 for no effect and ±100 for the full control effect; potency is the fitted concentration of half-maximal effect.

| SMILES | FEN1 inhibitor | N370S GC | DT40 TDP1 CPT |
| --- | --- | --- | --- |
| CCN(CCCNC(=O)C1CCC(=O)N1Cc1ccc(F)cc1)c1cccc(C)c1 (configuration not stated) | 4% | -21% | u |
| Fc1ccc(Nc2ccc3ccccc3n2)c(F)c1 | 2% | 7% | -30% |
| CCn1c(SCC(=O)C(C)(C)C)nnc1-c1cccnc1 | -1% | 6% | -13% |
| CCCNC(=O)c1ccc2c(=O)c(O)c(-c3cccc(Br)c3)[nH]c2c1 | 32µM* | -2% | u |
| NS(=O)(=O)c1ccc(CCNC(=O)CSc2ncnc3ccccc23)cc1 | -8% | -8% | -5% |
| COc1cccc(NC(=O)c2ccc(CN3CCN(c4ccccc4)CC3)cc2)c1 | -23% | -15% | u |
| CCN(CC)CCn1c(-c2ccc(C)cc2)nc(=S)c2c1CC(C)(C)OC2 | 3% | 12% | 7% |
| COc1cccc(-c2nc(SCc3ccc(C)cc3)n3[nH]c(=O)cc3n2)c1 | -5% | x | 18µM* |
| N#Cc1ccc(-c2ccccc2)nc1SCC(=O)c1cccc(Cl)c1 | -2% | 2% | u |
| COc1ccc(-c2nc(=S)c3c(n2Cc2cccnc2)CC(C)(C)OC3)cc1 | 0% | 2% | 1% |
| CN(C)CCNC(=O)c1ccc(COc2ccc(Cl)cc2Cl)cc1 | 0% | -29% | u |
| O=C(Nc1ccc(Cl)cc1)C1=Cc2ccccc2OC1 | -2% | 17% | u |
| O=C(CCSc1nnc(-c2ccncc2)o1)Nc1ccc(Cl)cc1 | -1% | 1% | -12% |
| CCCS(=O)(=O)c1c(S(=O)(=O)CCC)c2ccc(C(N)=O)cn2c1C(=O)c1ccc(OC)cc1 | 12% | 10% | 12% |
| CCOC(=O)CN(C(=O)CNC(=O)c1ccco1)C(C(=O)NC1CCCCC1)c1cccs1 (configuration not stated) | 1% | 11% | -2% |
| O=c1cc(-c2ccccc2Cl)oc2c(Br)ccc(O)c12 | 2% | u | u |
| CCn1cc(C(=O)O)c(=O)c2cc(OC)ccc21 | -7% | -14% | u |
| O=[N+]([O-])c1ccc(CNc2cccc(Cl)c2)s1 | -6% | 3% | u |
| CC1(c2ccc3c(c2)OCO3)NC(=O)N(CC(=O)NCCC2=CCCCC2)C1=O (configuration not stated) | -1% | -13% | 2% |
| CC(C)Sc1ccccc1C(=O)Nc1ccc2c(c1)n(C)c(=O)n2C | -3% | 4% | -18% |
| O=C(O)C(c1ccccc1)C(O)c1ccc2c(c1)OCO2 (configuration not stated) | 13% | x | 10% |
| CC1=Nc2ccccc2N=C(NC(=O)CSc2nnnn2-c2ccccc2)C1c1ccccc1 (configuration not stated) | -9% | 11% | u |
| O=C(CN(C(=O)CNC(=O)c1ccco1)c1ccc(F)cc1)NC1CCCCC1 | 13% | -2% | 7% |
| Cc1nc2ccc(NC(=O)c3nn(CC(C)C)c(=O)c4ccccc34)cc2s1 | -13% | 7% | u |
| CCOCCn1ccc2c(OCC(=O)Nc3ccccc3F)cccc2c1=O | -8% | -2% | u |
| COc1ccc(N(C)C(=O)c2ccc(NC(=O)CCS(=O)(=O)c3cccs3)cc2)cc1 | -9% | -19% | -5% |
| Cc1ccc(S(=O)(=O)N2CCCN(C(=O)c3ccc(-n4nccc4C)cc3)CC2)cc1 | 0% | -13% | u |
| CS(=O)(=O)c1cccc(C(=O)Nc2nnc(C3=COCCO3)o2)c1 | -4% | 1% | -18% |
| O=C(C1=C[C@H](c2ccccc2)C[C@H](OCCCCO)O1)N1CCN(Cc2ccccc2)CC1 | 12% | -22% | u |
| O=C(NCCCn1ccnc1)c1cn(Cc2ccc(F)cc2)nn1 | -1% | 3% | -12% |
| CCCSc1nc2c(c(=O)[nH]c(=O)n2C)n1CC(O)COc1ccccc1 (configuration not stated) | 2% | 7% | -16% |
| O=c1[nH]c2ccccc2n1C1CCCCC1 | -8% | 15% | -18% |
| C=CCSC1=N/C(=C\c2cc(OC)c3c(c2)OCO3)C(=O)S1 | -17% | -18% | 18% |
| Cc1cc(N)nc(=O)n1C1CC(O)C(CO)O1 (configuration not stated) | -1% | x | 4% |
| CC(Sc1nnc(-c2cccnc2)n1N)C(=O)NCCC1=CCCCC1 (configuration not stated) | -1% | -3% | 1% |
| COc1cc2nc(CN3CCN(S(=O)(=O)c4c(F)cccc4F)CC3)[nH]c(=O)c2cc1OC | -18% | x | -15% |
| COc1ccc(CCNC(=O)CCc2ccc(S(=O)(=O)NC(C)C)cc2)cc1 | 6% | 5% | -9% |
| COc1cc(OC)cc(-n2nnc(-c3nc(-c4ccccc4Cl)no3)c2N)c1 | 16% | x | u |
| COc1ccc(C)c(Cn2c(-c3nonc3N)nc3ccccc32)c1 | 6% | 9% | 2.6µM* |
| Cc1ccc(S(=O)(=O)N2CCN(C(=S)NCc3ccc4c(c3)OCO4)CC2)cc1 | 15% | -3% | u |
| COc1c(F)c(F)c(C(=O)O)c(Nc2ccc(C)cc2)c1F | 5% | 14% | -4% |
| COc1cccc2c1C(=O)CC1C2CCC2CC(=O)CCC21C (configuration not stated) | 2% | x | 16% |
| O=C(NCCOc1ccccc1)c1cccc(S(=O)(=O)NCc2ccccc2)c1 | 12% | -6% | u |
| CCN1CCN(c2ccc(NC(=O)c3ccc(Br)o3)cc2)CC1 | 5% | -4% | -12% |
| COCn1c(C(O)c2ccccc2)cc2ccccc21 (configuration not stated) | -4% | -5% | u |
| Cn1cccc1C(=O)OCc1ccc(F)cc1 | -19% | -1% | -17% |
| C/C(=N/NS(=O)(=O)c1ccc(C(C)C)cc1)c1ccncc1 | -10% | -4% | -24% |
| COc1ccc([N+](=O)[O-])cc1NC(=O)c1cccnc1 | 11% | -7% | 10% |
| CNC(=O)CCn1nc(-c2ccc(C)cc2)c2ccccc2c1=O | 10% | -5% | 0% |
| CCc1ccc(Sc2cc(C(=O)NCCCN3CCCC(C)C3)c3ccccc3n2)cc1 (configuration not stated) | -16% | x | u |
| CN(C)C(=S)NC(=O)C(c1ccccc1)c1ccccc1 | 15% | 5% | 8% |
| O=C(c1ccc(Cl)cc1)C1CCN(C(=O)NC2CCCCC2)CC1 | -14% | 19% | u |
| CC(C)(C)NC(=O)COC(=O)c1ccc(S(=O)(=O)N2CCCCCC2)cc1 | 8% | 1% | -6% |
| Cc1noc(C)c1COc1ccccc1C(=O)N1CCN(S(=O)(=O)c2ccccc2C#N)CC1 | -1% | x | -3% |
| NC(=O)CSc1nnc(COc2ccc3ccccc3c2)o1 | 18% | -14% | -5% |
| CCn1c(SCC(=O)c2cc(C)n(CC3CCCO3)c2C)nc2ccccc21 (configuration not stated) | -13% | 2% | u |

Ordered by heavy-atom count (smallest number first): part of the list above.
| SMILES | FEN1 inhibitor | N370S GC | DT40 TDP1 CPT |
| --- | --- | --- | --- |
| Cn1cccc1C(=O)OCc1ccc(F)cc1 | -19% | -1% | -17% |
| COc1ccc([N+](=O)[O-])cc1NC(=O)c1cccnc1 | 11% | -7% | 10% |
| CN(C)C(=S)NC(=O)C(c1ccccc1)c1ccccc1 | 15% | 5% | 8% |
| NC(=O)CSc1nnc(COc2ccc3ccccc3c2)o1 | 18% | -14% | -5% |
| COc1cccc2c1C(=O)CC1C2CCC2CC(=O)CCC21C (configuration not stated) | 2% | x | 16% |
| CNC(=O)CCn1nc(-c2ccc(C)cc2)c2ccccc2c1=O | 10% | -5% | 0% |
| COc1ccc(C)c(Cn2c(-c3nonc3N)nc3ccccc32)c1 | 6% | 9% | 2.6µM* |
| CC(C)(C)NC(=O)COC(=O)c1ccc(S(=O)(=O)N2CCCCCC2)cc1 | 8% | 1% | -6% |
| CCn1c(SCC(=O)c2cc(C)n(CC3CCCO3)c2C)nc2ccccc21 (configuration not stated) | -13% | 2% | u |
| Cc1ccc(S(=O)(=O)N2CCN(C(=S)NCc3ccc4c(c3)OCO4)CC2)cc1 | 15% | -3% | u |
| CCc1ccc(Sc2cc(C(=O)NCCCN3CCCC(C)C3)c3ccccc3n2)cc1 (configuration not stated) | -16% | x | u |
| Cc1noc(C)c1COc1ccccc1C(=O)N1CCN(S(=O)(=O)c2ccccc2C#N)CC1 | -1% | x | -3% |

These rows are one share of the data, so the mix of outcomes need not match the whole.
